# Assay outcomes (PubChem)
# Pin1 inh = qHTS Assay to Find Inhibitors of Pin1. AID 504891, 2011. Peptidyl-prolyl cis-trans isomerase NIMA-interacting 1 (Homo sapiens), Q13526. 390,000 tested, 0.009% active. Pin1 FP peptide displacement, HiFluor488, 10 min. Potency, µM (series often up to 115 µM), for inactives: at the highest dose activity, negative = inhibition, usual class: inhibitors; active = well fitted inhibition curve with a large enough effect in the polarisation, with a control signal flat, not every such curve was filed as active; inconclusive = small, poorly fitted or top-dose-only effect, or effect the other way, or a change in a side signal; inactive = no such curve, though single readings can be large or run the other way; the % refers to the polarisation; also: potency is read from the fitted curve at half-maximal effect; % is scaled to controls: 0 for no effect and ±100 for the full control effect
# Target sequence (Q13526 whole entry, looked up): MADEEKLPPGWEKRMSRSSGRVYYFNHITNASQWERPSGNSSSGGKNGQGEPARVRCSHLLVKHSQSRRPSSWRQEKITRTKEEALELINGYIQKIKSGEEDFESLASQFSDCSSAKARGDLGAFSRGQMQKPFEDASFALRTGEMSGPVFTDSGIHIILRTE
# TRHR enhancer = qHTS for Small Molecule Agonists and Allosteric Enhancers of Human TRH Receptor: Primary Screen for Enhancers | TRHR cells, fluo-8 calcium fluorescence, EC20 TRH enhancement | enhancement, % at 2 µM | 360,000 tested, 0.66% active | AID 493056, 2011; in the data active = enhancement above about 30%; also: 0% is about no effect
#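 Enhancer read-out: after compound pinning and an initial kinetic agonist-mode read, an EC20 of TRH (10 nM final) was injected and fluo-8 calcium signal (Ex 480/Em 530) followed at 1 s/cycle for 100 cycles in TRHR-expressing cells.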
# TRHR agonist = qHTS for Small Molecule Agonists and Allosteric Enhancers of Human TRH Receptor: Primary Screen for Agonists | TRHR cells, calcium flux fluo-8, FDSS agonist mode | activation, % at 2 µM | 360,000 tested, 0.18% active | AID 493084, 2011; in the data active = activation above about 30%; also: 0% is about no effect
#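 Read-out: compound-evoked intracellular calcium rise in TRHR cells, fluo-8 dye, kinetic FDSS fluorescence at 1 s/cycle following a 10-cycle baseline. Cells cultured overnight before dye loading (30 min–1.5 h, RT).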
# mIDH1 inhibitor = qHTS for Inhibitors of mutant isocitrate dehydrogenase 1 (IDH1): qHTS. Isocitrate dehydrogenase [NADP] cytoplasmic (Homo sapiens), O75874. IDH1-R132H enzyme, NADPH consumption, diaphorase/resazurin fluorescence. Potency, µM (series often up to 76.6 µM), without a hit: top-dose activity change, negative = inhibition, actives largely listed as inhibitors. 390,000 tested, 0.093% active. AID 602179, 2012; also: potency is read from the fitted curve at half-maximal effect; % is scaled to controls: 0 for no effect and ±100 for the full control effect; nearly all actives have a fitted effect of over 65% in size
#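 IDH1-R132H (0.5 ug/mL) preincubated 30 min with compound, then NADPH (0.016 mM) and alpha-KG (2 mM) added; 80 min at RT, pH 7.5. Remaining NADPH coupled via diaphorase/resazurin to fluorescence (540/590 nm); concentration-response curves normalized to no-enzyme control.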
# D2 agonist = HTS Assay for Allosteric Agonists of the Human D2 Dopamine Receptor: Primary Screen for Agonists | 340,000 tested, 0.53% active | D(2) dopamine receptor (Homo sapiens), P14416 | HEK293 T-REx D2 cells, calcium flux agonist mode | activation, % at 2 µM;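 active = activation over 3 SD above normal in the single-dose calcium agonist read, cut at about 30% in these data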; also: 0% is about no effect
# Target sequence (P14416 whole entry, looked up): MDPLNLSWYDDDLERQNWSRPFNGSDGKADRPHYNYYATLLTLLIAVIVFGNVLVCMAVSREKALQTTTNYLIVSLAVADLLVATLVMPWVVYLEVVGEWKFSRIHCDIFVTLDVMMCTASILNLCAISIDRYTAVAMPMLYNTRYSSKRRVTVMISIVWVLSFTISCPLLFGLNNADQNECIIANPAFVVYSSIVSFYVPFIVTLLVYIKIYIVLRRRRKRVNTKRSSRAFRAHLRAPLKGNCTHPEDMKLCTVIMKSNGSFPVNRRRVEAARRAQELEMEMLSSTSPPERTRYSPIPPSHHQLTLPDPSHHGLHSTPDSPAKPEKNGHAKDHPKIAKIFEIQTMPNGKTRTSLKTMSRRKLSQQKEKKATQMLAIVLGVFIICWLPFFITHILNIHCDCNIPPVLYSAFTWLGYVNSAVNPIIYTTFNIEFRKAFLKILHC
#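 In this primary screen, compounds producing a positive calcium signal within 180 s of addition to tetracycline-induced, force-coupled HEK293 Trex D2 cells are flagged; cells are dye-loaded with a no-wash calcium kit beforehand.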
# rTrxR1 inhibitor = qHTS Assay for Inhibitors of Mammalian Selenoprotein Thioredoxin Reductase 1 (TrxR1): qHTS; Potency, µM (titrated, usually from 114 µM), for inactives: at the top dose activity change, negative = inhibition, most hits filed as inhibitors; 390,000 tested, 1% active; Thioredoxin reductase 1, cytoplasmic (Rattus norvegicus), O89049; recombinant rTrxR1, NADPH fluorescence consumption, selenite substrate; AID 588453, 2011; also: potency is read from the fitted curve at half-maximal effect; % is scaled to controls: 0 for no effect and ±100 for the full control effect; nearly all actives have a fitted effect of over 65% in size
# Target sequence (O89049 whole entry, looked up): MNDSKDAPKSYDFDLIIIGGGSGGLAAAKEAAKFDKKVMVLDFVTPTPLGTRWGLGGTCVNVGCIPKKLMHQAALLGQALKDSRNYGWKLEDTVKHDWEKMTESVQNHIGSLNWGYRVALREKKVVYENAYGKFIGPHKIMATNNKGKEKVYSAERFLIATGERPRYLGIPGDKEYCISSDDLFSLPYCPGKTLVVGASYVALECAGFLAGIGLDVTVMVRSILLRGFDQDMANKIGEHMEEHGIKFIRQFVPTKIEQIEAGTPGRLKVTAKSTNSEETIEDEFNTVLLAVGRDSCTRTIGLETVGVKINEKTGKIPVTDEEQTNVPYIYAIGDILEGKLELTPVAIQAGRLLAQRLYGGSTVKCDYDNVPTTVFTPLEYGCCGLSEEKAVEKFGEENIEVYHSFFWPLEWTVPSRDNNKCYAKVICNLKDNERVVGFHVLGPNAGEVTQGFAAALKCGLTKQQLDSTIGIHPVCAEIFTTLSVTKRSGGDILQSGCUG
#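 Rat TrxR1 (90 nM in the dispensed reagent) was pre-reduced with 400 uM NADPH for 5 min at room temperature, then incubated with compound for 15 min. After 400 uM selenite was added, NADPH fluorescence (Ex 340/Em 450 nm) was followed for 8 min.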
# TrxR1 substrate = qHTS Assay for Substrates of Mammalian Selenoprotein Thioredoxin Reductase 1 (TrxR1): qHTS; Thioredoxin reductase 1, cytoplasmic (Rattus norvegicus), O89049; purified TrxR1 substrate turnover, NADPH consumption readout; Potency, µM (titrated, usually from 114 µM), for the others: at the top dose activity change, negative = substrate turnover; 390,000 tested, 0.01% active; AID 588456, 2011; also: potency is read from the fitted curve at half-maximal effect; % is scaled to controls: 0 for no effect and ±100 for the full control effect; nearly all actives have a fitted effect of over 50% in size
#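 Rat TrxR1, dispensed at 90 nM, was prereduced with 400 uM NADPH (final) for 5 min at ~22 deg C, then incubated with compound 15 min before 400 uM selenite. A first-read NADPH fluorescence drop versus no-compound background flagged substrates.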
# USP1 inh = Inhibitors of USP1/UAF1: Primary Screen; recombinant USP1/UAF1, Ub-Rhodamine cleavage fluorescence; Potency, µM (highest dose often 57.1 µM), for inactives: at the top dose activity change, negative = inhibition, actives largely listed as inhibitors; 390,000 tested, 0.23% active; AID 743255, 2014; also: potency is read from the fitted curve at half-maximal effect; % is scaled to controls: 0 for no effect and ±100 for the full control effect; nearly all actives have a fitted effect of over 60% in size; inactives centre near -12
#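 USP1/UAF1 complex (1 nM) preincubated 15 min at room temperature with compound, then Ub-Rho substrate (150 nM final) added. Kinetic fluorescence at 480/540 nm over 6 reads at 60 s intervals; 50 mM HEPES pH 7.8, 0.5 mM EDTA, 0.1 mg/ml BSA, 1 mM TCEP, 0.01% Tween-20.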
# D2 antag = HTS Assay for Allosteric Antagonists of the Human D2 Dopamine Receptor: Primary Screen for Antagonists; HEK293 TREx D2 cells, calcium flux, dopamine EC80; inhibition, % at 10 µM; 340,000 tested, 2% active; AID 485344, 2010; in the data active = inhibition above about 30%; also: 0% is about no effect
#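 In this primary screen, negative modulation is detected by tracking calcium flux after an EC80 dopamine challenge in inducible HEK293 T-REx D2 cells preexposed to test compound for 180 s.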
# An asterisk follows results filed as active; ? = inconclusive; nt = no result given; & = joins results of further samples; [ ] = dose if it differs, or a comment. Unless noted, calls follow the shape of the dose curve; as a rule, active = well fitted inhibition curve with a large enough effect; inconclusive = small, poorly fitted or top-dose-only effect; inactive = no such curve, though single readings can be large or run the other way.
SMILES,Pin1 inh,TRHR enhancer,TRHR agonist,mIDH1 inhibitor,D2 agonist,rTrxR1 inhibitor,TrxR1 substrate,USP1 inh,D2 antag
O=C(OC(C(=O)NC1CCCCC1)c1ccccc1)c1ccco1 (stereo not drawn),-4%,0,-0.5,5%,-0.3,-15%,-5%,-17%,-6
Cc1ccc(S(=O)(=O)Cn2nnnc2C(C(C)C)N2CCSCC2)cc1 (stereo not drawn),7%,-1,0.8,1%,0.0,-59%[57.1 µM],8%[2.29 µM],-10%,-18
CCOc1ccccc1CNS(=O)(=O)c1ccc2c(c1)C(C)(C)C(=O)N2C,-4%&7%,1&-1,-0.5&-0.6,7%&0%,0.4&-0.3,17%,5%,-20%&-13%,-8
Clc1ncccc1OCc1ccccc1,0%,nt,nt,4%,nt,6%[57.1 µM],1%[57.1 µM],-2%,nt
C#CCOCCOCCOCCNc1nc(N2CCN(C(=O)[C@H]([C@@H](C)CC)n3cc(CCC(=O)O)nn3)CC2)nc(N2CCN(C(=O)[C@H](CCCCN)n3cc(CCCC)nn3)CC2)n1,2%,nt,nt,-5%[38.3 µM],nt,-11%,-5%,-21%,nt
O=C(O)c1cc(N/N=C/c2cccc3ccccc23)ccc1Cl,-13%,7,0.6,6%,0.6,17%[57.1 µM],-3%[57.1 µM],-12%,-14
COc1ccc(Cl)cc1C(=O)Nc1nnn(C)n1,7%,-9,0.0,2%,0.3,16%,3%,-7%,-5
O=C(Nc1ccc(F)cc1)c1oc2ccccc2c1NC(=O)C1CCCCC1,-3%,-2,3.0,7%,1.0,9%,4%,-14%,nt
Cc1nc(NCC(c2ccccc2)N(C)C)c2c(C)c(C)sc2n1 (stereo not drawn),-3%,-4,0.0,2%,-6.0,11%,8%,-20%,-16
COc1ccc(CN=Nc2cc(C)nc(NS(=O)(=O)c3ccccc3Cl)n2)cc1,nt,1,-0.3,nt,-1.9,nt,nt,nt,5
Cc1ccc(CSc2nc(-c3cccs3)ccc2C#N)cc1,?,1,1.9,-9%,-0.3,17%,31%,-29%,nt
Cc1ccc(C(=O)N2CCN(c3cccc(Cl)c3)CC2)cc1C,-2%,4,-0.4,5%,0.0,-1%[57.1 µM],3%[57.1 µM],-11%,14
O=C(Cc1ccc([N+](=O)[O-])cc1)NC(C(=O)O)C(O)c1cccc([N+](=O)[O-])c1 (stereo not drawn),-8%,0,0.6,-7%,nt,-3%[57.1 µM],-7%[57.1 µM],-7%,nt
COc1ccc(NC(=O)COC(=O)CC23CC4CC(CC(C4)C2)C3)c([N+](=O)[O-])c1,-6%,1,-1.1,1%,2.2,-12%,-10%,-21%,12
COc1ccccc1NC(=O)CC1C(=O)Nc2ccccc2N1C(=O)c1ccccc1 (stereo not drawn),-1%,10,-0.1,5%,-0.2,17%[57.1 µM],-1%[57.1 µM],-1%,7
O=C(O)CCN(Cc1ccccc1)S(=O)(=O)c1ccc(Cl)cc1F,0%,4,0.0,-7%,0.3,13%,-2%,-11%,-2
CCOc1ccccc1NC(=O)c1cc(C(=O)Nc2ccccc2OCC)cc(N2C(=O)CCC2=O)c1,27%,4,0.1,0%,-0.3,-9%,-7%,-24%,0
COc1ccc(Sc2ccc(-c3nc4cnccn4c3NC3CCCCC3)cc2OC)cc1,24%,nt,nt,0%,nt,14%,26%,-25%,nt
Cc1csc2nc(O)c(C(=O)NCC3CCCO3)c(=O)n12 (stereo not drawn),-6%,-2,0.2,-7%,0.1,14%[57.1 µM],0%[57.1 µM],-23%,4
COc1ccccc1NC(=O)COC(=O)CNC(=O)C1CCCCC1,-1%,nt,nt,-6%,nt,4%,-1%,-4%,nt
COc1ccc(C(=O)Nc2nnc(-c3ccccc3)s2)cc1,23%,-1,0.7,19%,-0.2,14%[57.1 µM],9%[57.1 µM],-14%,3
Cc1ccc(NC(=O)CSc2nc3ccccc3c3nc(CCc4c(C)n[nH]c4C)nn23)cc1F,?,26,1.2,-2%,nt,28%,-1%,?,nt
COc1ccc(NC(=O)CC2C(=O)N(c3ccc(OC)cc3)C(=O)N2C2CCCCC2)cc1 (stereo not drawn),0%,-5,0.7,19%,0.2,-18%,-5%,-13%,nt
O=C(NC1CCCCCC1)C1CCC(=O)N(Cc2ccccc2F)C1 (stereo not drawn),6%,1,-0.3,-4%,0.0,11%,0%,2%,-4
O=C(Nc1cccc(O)c1)c1ccc(S(=O)(=O)N2CCCCCC2)cc1,-10%,-4,0.0,17%,0.2,10%,-6%,-9%,-5

# One compound at a time, from the list above. Values in the order: Pin1 inh, TRHR enhancer, TRHR agonist, mIDH1 inhibitor, D2 agonist, rTrxR1 inhibitor, TrxR1 substrate, USP1 inh, D2 antag
# `CCOc1ccccc1CNS(=O)(=O)c1ccc2c(c1)C(C)(C)C(=O)N2C` across the screens: -4%&7%, 1&-1, -0.5&-0.6, 7%&0%, 0.4&-0.3, 17%, 5%, -20%&-13%, -8
# `Cc1ccc(C(=O)N2CCN(c3cccc(Cl)c3)CC2)cc1C` across the screens: -2%, 4, -0.4, 5%, 0.0, -1%[57.1 µM], 3%[57.1 µM], -11%, 14
# `O=C(Nc1cccc(O)c1)c1ccc(S(=O)(=O)N2CCCCCC2)cc1` across the screens: -10%, -4, 0.0, 17%, 0.2, 10%, -6%, -9%, -5

# Remaining list, next part
SMILES,Pin1 inh,TRHR enhancer,TRHR agonist,mIDH1 inhibitor,D2 agonist,rTrxR1 inhibitor,TrxR1 substrate,USP1 inh,D2 antag
CCN(Cc1ccccc1)Cc1ccc(OCc2ccccc2)cc1,?,-2,-0.5,4%,-1.8,19%,4%[2.29 µM],-21%,31*
CCCCCCCCCCOC(=O)C[N+](C)(C)C/C=C(/C)Cl,1%,1,-0.3,-8%,1.1,9%,-3%,-12%,-7
COc1cccc(-n2c(-c3ccco3)nc3c(cnn3-c3ccc(Cl)cc3)c2=O)c1,19%,-7,-0.9,-11%,0.7,-26%,2%,-26%,nt
CCOC(=O)CC(NC(=O)CCS(=O)(=O)c1ccc2c(c1)n(C)c(=O)c(=O)n2C)c1ccc(C)cc1 (stereo not drawn),-7%,-3,0.4,3%,0.0,18%,18%,-10%,-4
CC(C)CCNC(=O)C1(c2cccs2)CCOCC1,-2%,1,-0.1,-2%,0.5,12%,3%,-15%,-10
Cn1cccc1-c1nc2ccc(NC(=O)c3ccccc3)cc2[nH]1,10%,2,-0.2,8%,1.2,-11%,-3%,1%,0
c1cc2c(cc1Oc1nc(N3CCOCC3)nc(N3CCOCC3)n1)OCO2,-3%,2,1.5,6%,0.2,11%[57.1 µM],2%,-15%,-15
COc1cc(-c2nc(S(=O)(=O)c3ccc(Cl)cc3)c(N3CCOCC3)o2)cc(OC)c1OC,-8%,-4,-1.3,0%,0.2,-28%,-1%,-10%,-1
Cc1cccc(N2CCN(C(=O)c3ccc4c(c3)OCCO4)CC2C)c1 (stereo not drawn),-5%,-1,-1.2,6%,0.6,24%[57.1 µM],7%[57.1 µM],1%,11
COc1cccc(S(=O)(=O)NCc2ccc(C(=O)Nc3ccc(Cl)cc3)cc2)c1,1%,3,-0.5,1%,nt,8%,1%,-14%,nt
CCOc1ccc(N2C(=O)CC(Sc3nc(O)c(CC)c(=O)[nH]3)C2=O)cc1 (stereo not drawn),?,nt,nt,-4%,nt,-3%[57.1 µM],-1%[57.1 µM],4%,nt
COc1ccc(C(=O)N(CN2CCCC2=O)c2nccs2)cc1OC,-5%,-1,-0.6,-4%,0.4,-18%,-13%,-18%,16
CCCCN(CC)C(=O)Cc1cn(C)c2ccccc12,0%,0,-0.4,0%,-1.2,-16%,0%,-18%,7
CC1(C)CC(=O)C2=C(C1)OC(N)=C(C#N)C2c1cn(-c2ccccc2)nc1-c1ccccc1 (stereo not drawn),0%,0,0.3,6%,0.9,-8%[57.1 µM],-1%[57.1 µM],-18%,4
CCOC(=O)N1CCN(Cc2nc3ccc([N+](=O)[O-])cc3c(=O)n2-c2ccccc2F)CC1,1%,-6,1.7,7%,1.7,?,-6%,-6%,-19
Cc1ccc(C(C(=O)NC2CCCCC2)N(C)Cc2ccccc2)cc1 (stereo not drawn),0%,8,-0.7,8%,nt,-7%,-4%,-14%,nt
CCOC(=O)c1cnn(-c2cccc(F)c2)c1C1CCNCC1,2%,9,-1.9,-6%,-0.4,?,0%,-7%,nt
O=C(NCC(c1cccnc1)N1CCc2ccccc2C1)C(=O)Nc1ccccc1F (stereo not drawn),-4%,1,0.3,0%,0.1,11%,-2%,?,nt
O=C(NC1CC1)C1CCN(c2ncnc3c2sc2cccc(F)c23)CC1,-2%,-1,-0.3,10%,-1.1,-11%,-1%,-27%,-5
COc1cc(OC)cc(C(=O)N2CCCc3ccccc32)c1,-2%,1,-0.6,-2%,-0.2,18%,9%,-1%,-6
CCC(=O)c1ccc(OCC(=O)OCC(=O)Nc2ccc(C)c(S(=O)(=O)N3CCCCC3)c2)cc1,13%,-3,0.2,14%,0.5,8%,-8%,-12%,5
O=C1CCCc2cc3c(cc21)CC1(C3)Cc2cc3c(cc2C1)C(=O)CCC3,2%,-6,-1.3,-1%,0.3,25%[57.1 µM],5%[57.1 µM],-2%,-6

# These rows are one share of the data, so the mix of outcomes need not match the whole.
